CD40 NFkB inh: CD40 pathway inhibition in BL2 cells | hit rate 0.94% among 83,000 | BL2 NF-kB luciferase reporter, CD40L-induced, 4 h | AID 1053188 | inhibition, % at 10 µM;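 active = mean inhibition of at least 50% with a set share of replicates also reaching that level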;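 note: 0% = neutral control wells and 100% = IKK inhibitor VII at 50 µM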
* = called active by the depositor; & = joins results of further samples; [ ] = another dose, or the depositor's remark.

structure | CD40 NFkB inh
O=C(Nc1ccc(F)cc1)N1CCCCN2[C@H](CO)[C@H](c3ccc(-c4cccc(F)c4)cc3)[C@@H]2C1 | 22[25 µM]
CCOc1ncccc1C(=O)OCC(=O)Nc1ccc(S(=O)(=O)N2CCOCC2)cc1 | 11
O=C(COC(=O)c1cccs1)Nc1ccc(S(=O)(=O)N2CCOCC2)cc1 | 0
CO[C@@H]1CC[C@@H]2CCOc3ccc(C#N)cc3C(=O)N(C)C[C@@H](c3ccccc3)CC(=O)N(C)C[C@H]1O2 | 13[25 µM]
O=C(COC(=O)c1cccs1)Nc1cccc(S(=O)(=O)N2CCOCC2)c1 | 17
Cc1cc(C)c(C#N)c(OCc2ccc(Cl)nc2)n1 | 0
N#C[C@H]1[C@H](c2ccc(C3=CCCC3)cc2)[C@@H](CO)N1C(=O)c1ccccn1 | -16[25 µM]
CCC(=O)NC[C@@H]1[C@@H](c2ccc(C3=CCCCC3)cc2)[C@@H](CO)N1C(=O)C1CC1 | -5
CC(=O)c1c(C)[nH]c(C(=O)NC2=NCCS2)c1C | -37
C/C=C/c1ccc([C@@H]2[C@H](CO)N[C@H]2CN(C(=O)c2ccccc2F)C(C)C)cc1 | 1[25 µM]
O=C(NCCN1CCOCC1)c1cc(Sc2ccc(F)cc2F)nc2ccccc12 | -15
COc1ccc(/C=C/CN2CCC(n3nccc3NC(=O)C3CC3)CC2)cc1 | -5
CN(C)C(=O)[C@@H]1[C@@H](CO)[C@@H]2Cn3c(ccc(-c4cncnc4)c3=O)[C@H]1N2C(=O)NC1CCCC1 | -3[25 µM]
CCOC(=O)C1(C)CCCN(C(=O)c2ccc3c(c2)OCO3)C1 (stereo unspecified) | 14
Cc1sc2nc(CSCC(=O)N(CCC#N)c3ccccc3F)[nH]c(=O)c2c1C | 1
COc1ccc(S(=O)(=O)N2CCOCC2)cc1NC(=O)CN1CCCCCC1 | 5

3 compounds out of the list, sorted by molecular weight, descending.
structure | CD40 NFkB inh
Cc1sc2nc(CSCC(=O)N(CCC#N)c3ccccc3F)[nH]c(=O)c2c1C | 1
O=C(NCCN1CCOCC1)c1cc(Sc2ccc(F)cc2F)nc2ccccc12 | -15
CC(=O)c1c(C)[nH]c(C(=O)NC2=NCCS2)c1C | -37

The listing continues:
structure | CD40 NFkB inh
CCOC(=O)n1c(=O)n(C)c2ccc(Br)cc21 | 6
CCOC(=O)c1[nH]c(C)c(C(=O)OCC(=O)NCc2ccc(OC)c(OC)c2)c1C | 10
O=C(CCCN=C1NS(=O)(=O)c2ccccc21)OCC(=O)c1ccccc1 | -6
N#Cc1c(NC(=O)c2ccncc2)sc2c1CCC2 | -20
CCCNC(=O)N1[C@@H](C#N)[C@H](c2ccc(C#Cc3cccc(F)c3)cc2)[C@@H]1CO | -15[25 µM]
O=C(Nc1cccc(S(=O)(=O)N2CCCCC2)c1)c1ccc2c(c1)OCO2 | 25
COc1ccc(/C=C2\SC(=O)N(CCNC(=O)C3=COCCO3)C2=O)cc1 | -73
O=C(NC1CCCCC1)N1[C@@H]2CNC[C@H]1C2c1ccc(-c2cccnc2)cc1 (stereo partly specified) | -99&4
O=C(OCc1cc2ccccc2[nH]c1=O)c1ccncc1 | 10
C[C@H](NC(=O)c1ccccc1Cl)C(=O)OCc1cn2cc(Cl)ccc2n1 | -4
Cc1nnc(-c2cnn(C)c2N)n1Cc1ccc2c(c1)OCO2 | -21
COc1ccc2c3c([nH]c2c1)[C@@H](CO)N(C(=O)C1CCOCC1)CC31CN(C(=O)NC(C)C)C1 | -14[25 µM]
Cc1ccccc1C(=O)NC1CCN(CC(=O)NCc2ccc(F)cc2)CC1 | 3
Cc1ccc(CNC(=O)CN(C(=O)N2CCN(C)CC2)S(=O)(=O)c2ccc(C)cc2)cc1 | 6
COCC(=O)Nc1ccc2c(c1)C(=O)N(C)C[C@H](OC)[C@@H](C)CN(CCc1ccccc1)[C@@H](C)CO2 | -3[25 µM]
Cc1cc(C(=O)Nn2cnnc2)cs1 | 14
COc1ccc(S(=O)(=O)Nc2cc(C)nn2-c2ccccc2)cc1 | 3
CS(=O)(=O)N1CCCCN2[C@H](C1)[C@H](c1ccc(C#Cc3ccccn3)cc1)[C@@H]2CO | -31
O=C(CSc1nnc2c(Cl)cc(Cl)cn12)N1CCOCC1 | 2
CCCc1nc(SCc2cccnc2)c2c(=O)n(C)c(=O)n(C)c2n1 | 12
CCCCn1nc(C(=O)N(CC(C)C)c2c(N)n(CCCC)c(=O)[nH]c2=O)c2ccccc2c1=O | 4
Cc1oc2c(c1C(=O)N1CCC(C)CC1)C(=O)c1ccccc1C2=O | 21
O=C1CC2(CCN(C(=O)COc3ccccc3F)CC2)Oc2ccccc21 | -12
COc1ccc2c3c([nH]c2c1)[C@H](CO)N(C(=O)c1ccc(F)cc1)CC31CCN(S(=O)(=O)c2cccs2)CC1 | 0[25 µM]
O=C([C@@H]1[C@@H](CO)[C@@H]2Cn3c(cccc3=O)[C@@H]2N1C(=O)C1CCCC1)N1CCOCC1 | 0
COc1cccc(-c2ccc([C@@H]3[C@H](CO)N4CCCCN(CC5CC5)C[C@@H]34)cc2)c1 | -24[25 µM]
COc1ccccc1NS(=O)(=O)c1cccc(C(=O)N/N=C(\C)c2cccnc2)c1 | 0
Cc1nn(Cc2c(F)c(F)c(F)c(F)c2F)c(C)c1NC(=O)c1cccc(COc2ccc(Cl)cc2)c1 | -67
C[C@@H]1CN(C)C(=O)c2cccc(N)c2O[C@@H]1CN(C)C(=O)OC(C)(C)C | 10
COc1cccc(N2CCN(C(=O)c3ccc4nc(N5CCCCC5)sc4c3)CC2)c1 | -86
C[C@H](CO)N1C[C@H](C)[C@H](CN(C)C)Oc2cc(C#CC3CCCCC3)ccc2S1(=O)=O | 6
C[C@H](CO)N1C[C@H](C)[C@@H](CN(C)C(=O)Nc2ccc(N3CCN(C)CC3)cc2)OCc2cn(nn2)CCCC1=O | -8
CCOC(=O)C1=C(C)N=C(/N=C/N(C)C)SC1c1ccccc1 (stereo unspecified) | 6
COc1cc(/C=C/c2ccccc2)cc(OC)c1 | -43
O=C(c1ccc(N2CCCCC2)c([N+](=O)[O-])c1)N(Cc1ccccc1)c1ccccn1 | 8
Cc1ccc(S(=O)(=O)N2CCCC2CNC(=O)C(=O)Nc2ccc(F)cc2F)cc1 (stereo unspecified) | 20
CCN(C(=O)COC(=O)c1ccc(=O)n(Cc2ccccc2)n1)C1CCS(=O)(=O)C1 (stereo unspecified) | 10
CC1(C)CC(=O)c2sc(NC(=O)C(C)(C)C)nc2C1 | -76
Cc1nnc(NC(=O)CN2CCN(Cc3ccccc3)CC2)s1 | 6
Cc1sc2ncnc(N3CCC(C(=O)NNC(=O)COc4cccc(C(F)(F)F)c4)CC3)c2c1C | 25
Cc1ccc(C(C2=C(O)CC(C)(C)CC2=O)C2C(=O)CC(C)(C)CC2=O)s1 (stereo unspecified) | 7
COCCNC(=O)[C@@H]1[C@@H](CO)[C@@H]2Cn3c(ccc(-c4ccccc4F)c3=O)[C@H]1N2S(C)(=O)=O | -8[25 µM]
c1ccc(N2CCN(Cc3cnc(N4CCOCC4)s3)CC2)cc1 | 7
O=C(C1CCCCC1)N1C[C@H]2[C@@H](c3ccccc31)[C@H](CO)N2C(=O)c1ccccc1F | -11[25 µM]
O=C1C=CC(=O)C2=C1C1c3ccccc3C2c2ccccc21 | 59*[25 µM]
O=C(NC1CCCCC1)N1CC(=O)N2[C@H](CO)[C@@H](c3ccc(-c4ccncc4)cc3)[C@H]2C1 | -8[25 µM]
c1ccc2c(c1)ccc1[nH]c3c(c12)CCCC3 | -6
CC(=O)Nc1ccc(NC(=O)C(C)Sc2nc3nc(C)cc(C)n3n2)cc1 (stereo unspecified) | 16
CN1C(=O)c2cc(NC(=O)NCc3ccccc3)ccc2OC[C@H]2O[C@H](CC(=O)NCC3CCCCC3)CC[C@@H]21 | 1[25 µM]
CC(NC(=O)c1cnc2ccccc2n1)c1ccccc1 (stereo unspecified) | -35
C/C=C/c1ccc(OCC(=O)Nc2cc(Cl)ccc2-n2cncn2)c(OC)c1 | 2
Clc1ccc(-c2cc(COc3ccc4ccccc4c3)no2)cc1 | 5
CN(CCOc1ccccc1)S(=O)(=O)c1ccccc1C#N | -2
O=C(c1ccc(N2CCCS2(=O)=O)cc1)N1CCN(c2ccccc2)CC1 | -17
CCS(=O)(=O)N1Cc2ccccc2CC1C(=O)Nc1nc2ccccc2s1 (stereo unspecified) | 61*
COc1ccccc1CN(C)CC(=O)Nc1cccc(S(=O)(=O)N2CCCC2)c1 | 6

Next section.
structure | CD40 NFkB inh
Cc1cc(CN(C)C(=O)c2ccc3nc(Cc4ccccc4F)oc3c2)n[nH]1 | -1
N#Cc1c(-c2ccc(Cl)cc2)ccn2nc(C3CCCCC3)nc12 | -44
Fc1ccc(Nc2nc3ccccc3s2)cc1 | -56
COc1ccc(Cl)cc1NC(=O)CN(C)C(=O)c1sc2ccccc2c1Cl | 20
CC(O)(c1ccc(Cl)cc1)C(c1ccccc1)c1ccccn1 (stereo unspecified) | 13
CC1CCCCC1NC(=O)NC(=O)COC(=O)c1nccnc1N (stereo unspecified) | 28
COc1ccccc1NC(=O)Nc1nc(C(C)(C)C)cs1 | -1
NCCc1nnc(SCc2ccccc2Cl)o1 | 7
COCCN(C(=O)COC(=O)CCC(=O)c1cccs1)c1c(N)n(Cc2ccccc2)c(=O)[nH]c1=O | 6
COc1ccc2[nH]c(=O)c(C(c3nnnn3CC3CCCO3)N3CCCCC3)cc2c1 (stereo unspecified) | 7
Cc1ccc(CSCC(=O)N(C)CC(=O)Nc2ccc(Br)cc2C)cc1 | 5
COc1ccc(C(C)=O)c(OCC(=O)NCCC2=CCCCC2)c1 | 5
O=C1COc2ccc(C(=O)COC(=O)c3ccc(F)cc3Cl)cc2N1 | -4
CCN(C[C@@H]1[C@@H](c2ccccc2)[C@H](CO)N1C(C)=O)C(=O)NC1CCCC1 | 4[25 µM]
Cc1nnc(SCC2=C(C(=O)O)N3C(=O)C(NC(=O)Cn4nc(C(F)F)c(Cl)c4C)C3SC2)s1 (stereo unspecified) | 0
Cc1csc(SCC(=O)Nc2nccs2)n1 | 3

Taken from above.
O=C1C=CC(=O)C2=C1C1c3ccccc3C2c2ccccc21 – CD40 NFkB inh: 59*[25 µM]
CC1CCCCC1NC(=O)NC(=O)COC(=O)c1nccnc1N (stereo unspecified) – CD40 NFkB inh: 28

Returning to the listing with the 2 entries that preceded the break.
structure | CD40 NFkB inh
Cc1nnc(SCC2=C(C(=O)O)N3C(=O)C(NC(=O)Cn4nc(C(F)F)c(Cl)c4C)C3SC2)s1 (stereo unspecified) | 0
Cc1csc(SCC(=O)Nc2nccs2)n1 | 3
CCOC(=O)c1sc(C)nc1C1CCN(C(=O)OCC)CC1 | 6
O=C(CN1C(=O)NC2(CCCCCCC2)C1=O)N1CCN(C(=O)c2ccco2)CC1 | -4
CCCS(=O)(=O)N1CCC(C(=O)NCCCOC)CC1 | 5
COc1cccc(C#Cc2ccc([C@H]3[C@H](CO)N4C(=O)CN(C(=O)Cc5cccnc5)C[C@@H]34)cc2)c1 | 6[25 µM]
Cc1cc(OCC(=O)OCC(=O)NCCN2C(=O)CSC2=O)ccc1Cl | 6
CC(=O)NC(C)C12CC3CC(CC(C(=O)O)(C3)C1)C2 (stereo unspecified) | 13
Cc1csc(=O)n1CCC(=O)OCC(=O)NNC(=O)c1ccc(Br)cc1 | 0
C/C(=N\OCC(=O)OCC(=O)NC(=O)c1ccccc1)c1ccc2c(c1)OCO2 | 9

Five entries picked at random from those above:
structure | CD40 NFkB inh
CC(=O)NC(C)C12CC3CC(CC(C(=O)O)(C3)C1)C2 (stereo unspecified) | 13
CCOC(=O)c1sc(C)nc1C1CCN(C(=O)OCC)CC1 | 6
O=C(CN1C(=O)NC2(CCCCCCC2)C1=O)N1CCN(C(=O)c2ccco2)CC1 | -4
CCCS(=O)(=O)N1CCC(C(=O)NCCCOC)CC1 | 5
COc1cccc(C#Cc2ccc([C@H]3[C@H](CO)N4C(=O)CN(C(=O)Cc5cccnc5)C[C@@H]34)cc2)c1 | 6[25 µM]

(listing goes on)
structure | CD40 NFkB inh
O=C1CC(N2CCN(c3ccc(C(=O)c4ccc(F)cc4)cc3)CC2)C(=O)N1 (stereo unspecified) | 4
O=C(NNC(=O)C1CCN(Cc2ccc(Cl)c(Cl)c2)CC1)c1cccs1 | 9
O=C(C1CCCCC1)N1CC(=O)N2[C@H](C1)[C@H](c1ccc(-c3ccccc3F)cc1)[C@@H]2CO | 2[25 µM]
CC(=O)N1CCN(Cc2ccc(Br)s2)CC1 | 11
CC1(C)CC2CC(C)(CN2C(=O)COC(=O)c2cccc([N+](=O)[O-])c2)C1 (stereo unspecified) | 0
C[C@@H]1CN([C@@H](C)CO)C(=O)CCCn2cc(nn2)CO[C@@H]1CN(C)C(=O)Nc1ccc2c(c1)OCCO2 | -74
CCOC(=O)c1c(C)nc2cc(C)ccn12 | -9
CO[C@H]1CN(C)C(=O)c2cccc(C#N)c2OCC[C@H]2CC[C@@H](OC)[C@H](CN(C)C(=O)[C@H]1C)O2 | -2[25 µM]
O=C(CCCCC(=O)NCc1cccs1)NCc1cccs1 | 4
CC1CCN(c2nc(-c3cccnc3)nc3scc(-c4ccccc4)c23)CC1 | 9
Cc1noc(C)c1CCC(=O)N1CCCC(N2CCN(c3ccc(F)cc3)CC2)C1 (stereo unspecified) | 12
COc1cccc(-n2cnc3sc4c(c3c2=O)CCC4)c1 | -16
Cc1ccc(N/C=C/C(=O)c2cccs2)cc1 | 5
O=C(CN1CCOCC1)N[C@@H]1CC[C@@H](CCn2cc(C3CCCC3)nn2)O[C@@H]1CO | -8
Cc1nc2cccnc2nc1C | 10
C[C@@H]1CN([C@H](C)CO)C(=O)CCCn2nncc2CO[C@@H]1CN(C)C(=O)Nc1ccc2c(c1)OCCO2 | -26[25 µM]

Screening data deposited in PubChem by Broad Institute.

Not all compounds are listed; rates above refer to the full screens.
